Assay outcomes from PubChem.
CF NFkB inh: inhibitors of cystic fibrosis induced NF-kB. KKLEB NF-kB-GFP reporter, PAF-induced, GFP fluorescence overnight. inhibition, % at 5 µM. 360,000 compounds, 0.86% hits;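 active = at least 50% inhibition at 5 µM, scaled per plate between neutral and stimulator controls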;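 also: PAF is a Pseudomonas aeruginosa culture filtrate used as stimulus; plate controls were PAF-stimulated DMSO wells for no effect and unstimulated DMSO wells for full effect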
SRC2 inh: human SRC2 (NCOA2) inhibition | inhibition, % at 9 µM | 370,000 compounds, 0.17% hits | HEK293 GAL4-SRC2 luciferase reporter, luminescence | Q15596;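 active = inhibition above the mean inhibition of all tested compounds plus 3 SD, set per campaign, cut at about 52% in these data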;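 also: 0% = DMSO treated cells and 100% = cells given Gossypol at 36 µM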
TRAIL sens C8: caspase-8 TRAIL sensitization. NB7+C8 cells + TRAIL, ATPlite viability luminescence. inhibition (viability loss, TRAIL sensitization), % at 10 µM. 360,000 compounds, 1% hits;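 active = compounds causing at least 50% loss of cell viability in the single-dose screen, relative to plate controls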
TROY signal inh: inhibitors of TROY-dependent NF-kB signaling. 360,000 compounds, 0.98% hits. Q293 LMP1-TROYcd NF-kB luciferase reporter, 4 h. inhibition, % at 10 µM;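 active = compounds whose plate-normalised and pattern-corrected inhibition of the luciferase reporter signal at the single screening dose is 50% or more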
NCOA3 inh: inhibits human SRC3 coactivator; Q9Y6Q9; HEK293 GAL4-SRC3 luciferase reporter, luminescence; inhibition, % at 3.6 µM; 360,000 compounds, 0.17% hits; AID 588352;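 active = inhibition above a per-campaign cutoff, the mean of all compounds plus 3 SD, cut at about 60% in these data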;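 also: 0% = DMSO-treated cells and 100% = gossypol-treated cells at 36 µM; higher means less SRC3-driven luciferase light from the GAL4 reporter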
COUP-TFII inh: inhibitors of human COUP-TFII (NR2F2). inhibition, % at 8.6 µM. 370,000 compounds, 0.7% hits. P24468. HEK293T NGFI-A luciferase reporter, luminescence;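 active = inhibition above a per-plate cutoff, mean inhibition of test wells between control levels plus 3 SD, cut at about 38% in these data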;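 also: cells cotransfected with COUP-TFII expression vector driving the NGFI-A reporter; 0% = median of COUP-TF2 test wells and 100% = reporter-only cells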
Target sequence (P24468 whole entry, looked up): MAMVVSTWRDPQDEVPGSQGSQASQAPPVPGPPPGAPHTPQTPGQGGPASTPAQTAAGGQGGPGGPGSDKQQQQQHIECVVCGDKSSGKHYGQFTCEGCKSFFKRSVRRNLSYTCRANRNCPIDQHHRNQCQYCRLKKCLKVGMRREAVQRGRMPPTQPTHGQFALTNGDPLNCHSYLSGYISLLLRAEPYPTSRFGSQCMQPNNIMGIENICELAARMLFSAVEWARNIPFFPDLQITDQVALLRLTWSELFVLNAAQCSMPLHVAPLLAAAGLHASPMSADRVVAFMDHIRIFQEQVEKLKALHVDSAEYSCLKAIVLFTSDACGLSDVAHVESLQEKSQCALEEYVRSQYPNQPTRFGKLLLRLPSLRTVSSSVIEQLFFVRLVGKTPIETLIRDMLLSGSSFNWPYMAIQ
LRH-1 inv ag: NR5A2 inverse agonism in reporter assay; inhibition, % at 3.6 µM; 360,000 compounds, 0.13% hits; O00482; HEK293T StAR-luciferase reporter, LRH-1 transfected, 24 h;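 active = inhibition above the mean inhibition of all tested compounds plus 3 SD, cut at about 73% in these data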;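 also: 0% = DMSO wells and 100% = reporter-only cells lacking LRH-1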
Target sequence (O00482 whole entry, looked up): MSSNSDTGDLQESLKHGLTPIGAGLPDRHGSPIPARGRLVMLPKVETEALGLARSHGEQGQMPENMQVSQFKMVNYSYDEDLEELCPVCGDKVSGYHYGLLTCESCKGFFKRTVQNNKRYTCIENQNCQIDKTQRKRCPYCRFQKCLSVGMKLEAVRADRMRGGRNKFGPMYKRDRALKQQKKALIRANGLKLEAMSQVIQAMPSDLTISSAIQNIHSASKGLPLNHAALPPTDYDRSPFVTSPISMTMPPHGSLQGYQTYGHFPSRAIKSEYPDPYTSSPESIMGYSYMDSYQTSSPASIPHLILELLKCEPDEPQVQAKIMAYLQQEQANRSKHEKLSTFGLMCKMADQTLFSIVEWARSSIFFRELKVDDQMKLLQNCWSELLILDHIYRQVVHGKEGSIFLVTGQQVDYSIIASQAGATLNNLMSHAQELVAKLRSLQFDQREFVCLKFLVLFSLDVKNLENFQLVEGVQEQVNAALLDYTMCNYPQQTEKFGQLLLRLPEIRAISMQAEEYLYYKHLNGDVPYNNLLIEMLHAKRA
NCOA1 inh: human NCOA1 inhibition; Q15788; HEK293 GAL4-SRC1 luciferase reporter, luminescence; inhibition, % at 3.6 µM; 360,000 compounds, 0.12% hits; AID 588354;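 active = inhibition above the campaign mean plus 3 SD, with each screening campaign given its own cutoff, cut at about 60% in these data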;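 also: 0% = DMSO treated cells and 100% = gossypol at 36 µM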
EBV LMP1 NFkB: reduces LMP1-driven NF-kappaB luciferase signal; 350,000 compounds, 0.69% hits; inhibition, % at 12.5 µM; LMP1-induced NF-kappaB luciferase reporter cells, luminescence; in the data active = inhibition above about 41%;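 also: 0% = neutral control wells and 100% = reference inhibitor control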
KKLEB tox: CF airway cell cytotoxicity counter-screen; KKLEB CF airway cells viability, ATPlite luminescence, overnight; active compounds read low; cells stimulated with P. aeruginosa culture filtrate; activity change (cytotoxicity), % at 5 µM; 360,000 compounds, 0.36% hits; AID 602141;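 active = corrected activity change at or below -50% at 5 µM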
TWEAK-Fn14 inh: blocks TWEAK-Fn14 interaction in a reporter cell assay. inhibition, % at 10 µM. 360,000 compounds, 2% hits. TWEAK-stimulated Fn14 reporter cells, luciferase luminescence, 8 h; in the data active = inhibition above about 50%
Active calls of the source: *; nt = not tested or not shown; & = joins results of further samples. Outcome played no part in choosing rows. Share with any hit: about 4.2%.

SMILES | CF NFkB inh | SRC2 inh | TRAIL sens C8 | TROY signal inh | NCOA3 inh | COUP-TFII inh | LRH-1 inv ag | NCOA1 inh | EBV LMP1 NFkB | KKLEB tox | TWEAK-Fn14 inh
CCCC(=O)C1=C(c2ccccc2)C(C#N)(C#N)C(C#N)=C1N | -1.5 | 6.1 | 5.0 | 8.7 | 3.2 | -2.7 | -1.4 | 4.8 | -6.9 | 3.4 | 18.9
CCN(CC(=O)Nc1ccc2c(c1)OCCO2)C(=O)c1ccc(S(=O)(=O)N(C)C)cc1 | 17.7 | 16.5 | -4.1 | -11.5 | -11.0 | 0.2 | -1.0 | 15.5 | -5.3 | 10.1 | -4.7
CCn1c(-c2cc(-c3ccccc3)sc2N)n[nH]c1=S | 1.9 | 0.2 | 3.5 | -20.8 | -3.9 | -15.2 | 5.4 | 2.1 | -6.3 | -12.6 | -18.8
Cc1cc(C)c(S(=O)(=O)N2CCCCC2)cc1N(C)S(=O)(=O)c1ccc(Cl)cc1 | 6.8 | 11.7 | -10.5 | 5.6 | 6.1 | 20.1 | 6.4 | -9.0 | -0.6 | -5.2 | -0.4
Cc1cccc(C(=O)N2CCCC(N3CCN(c4ccc(F)cc4)CC3)C2)n1 (configuration not stated) | -24.5 | 24.5 | 3.6 | -3.3 | 11.7 | -8.6 | -20.0 | 0.0 | 2.1 | 15.8 | -6.6
COc1cc(NC(=O)Cc2cccc3ccccc23)c(C(=O)O)cc1OC | -4.6 | -0.7 | 3.3 | 7.3 | 7.8 | -12.6 | -6.2 | -17.0 | -30.5 | 2.2 | -9.0
Cc1ccc(NC(=O)Cn2nc(C)c3ccccc3c2=O)cc1F | -0.8 | -14.8 | -15.9 | 2.0 | -9.8 | 1.1 | -8.3 | -6.3 | 44.1* | 5.1 | -15.3
CCn1c(SCC(=O)Nc2cc(F)ccc2C)nnc1-c1ccccc1O | -0.6 | 12.1 | 0.4 | 20.5 | -13.3 | 2.8 | 2.8 | 2.3 | -0.2 | 6.1 | 14.8
O=C(CCCCCn1c(=S)[nH]c2ccc(Br)cc2c1=O)NCC1CCCO1 (configuration not stated) | -7.6 | 8.7 | 6.6 | 6.1 | 6.2 | 17.6 | 5.3 | -0.9 | 2.4 | 6.1 | 6.2
CCOCCCNC(=O)C(NC(=O)CNC(=O)c1ccccc1)c1ccc(OC)cc1 (configuration not stated) | 3.7 | 6.0 | -11.8 | 8.1 | 0.8 | -17.9 | 1.8 | 14.3 | -3.2 | -20.8 | -12.7
C[C@H]1CCC[C@]2(O[C@@H](CCO)C[C@H](O)[C@H]2O)O1 | -9.8 | -6.0 | -6.8 | 3.6 | -27.0 | -9.4 | -3.0 | -3.7 | 2.2 | 13.0 | -19.0
O=C(NC1CC2CCCC(C1)N2C(=S)Nc1ccccc1)C1CC1 (configuration not stated) | 7.6 | -24.0 | 4.0 | 12.2 | -24.7 | 3.3 | 3.5 | -3.4 | -6.7 | 2.6 | 12.2
CCC(C)NCC(O)(c1ccc(Cl)cc1)c1ccc(Cl)cc1 (configuration not stated) | 9.0 | -18.6 | -0.8 | 16.2 | 11.5 | -6.2 | -1.5 | 3.0 | 1.1 | -1.4 | -11.1
Cc1cc(NC(=O)CSCC(=O)Nc2cccc(S(=O)(=O)N3CCCCCC3)c2)no1 | -18.0 | 19.4 | -9.8 | 5.8 | 7.7 | 5.5 | -16.7 | -10.0 | 2.6 | 9.0 | -4.9
COc1ccc(-c2nn[nH]n2)cc1OC | -16.3 | -9.6 | 4.7 | -6.8 | 7.1 | -12.7 | -7.1 | 12.8 | 11.8 | 6.7 | 20.5
CC1(C)CC2CC(C)(CN2C(=O)c2cc(-c3ccccc3)on2)C1 (configuration not stated) | -18.4 | 8.3 | 9.5 | 18.0 | 5.8 | 7.8 | 2.4 | -3.8 | -7.1 | -0.6 | 2.5
COCCNc1nc(N2CCCCC2)c2cnn(C)c2n1 | 16.7 | 5.2 | -0.9 | -18.7 | -9.9 | 0.9 | 16.3 | -27.5 | -3.2 | 1.1 | -12.9
CCOc1cccc(NC(=O)CSc2nncn2N)c1 | 2.1 | -30.1 | -4.9 | -0.3 | -8.2 | -9.7 | -1.9 | -5.3 | 3.1 | 9.7 | 25.6
CC(C)Oc1cc(F)ccc1-c1cc(C(=O)NCc2ccccn2)[nH]n1 | -3.9 | -20.9 | -11.9 | 8.6 | -6.5 | 11.6 | 3.7 | -6.7 | nt | 4.1 | 6.8
Cc1ccc(-c2noc(CCC(=O)N3CCCc4ccccc43)n2)cc1 | -0.2 | -1.6 | -15.7 | 6.8 | -9.6 | -5.4 | -20.2 | -9.2 | -2.8 | -1.2 | -4.9
O=C(CSc1nc(Nc2ccccc2)nc(N2CCOCC2)n1)Nc1cc(Cl)ccc1O | 34.7 | 5.5 | 27.5 | 64.7* | 7.5 | 18.8 | -12.6 | -38.7 | -1.4 | 2.0 | 41.9
CCN1CCN(c2ccc(NC(=O)c3ccc(Cl)c(S(=O)(=O)N4CCCC4)c3)cc2)CC1 | -1.0 | 1.8 | -2.4 | 6.6 | 7.2 | 22.3 | 18.1 | -0.2 | -2.9 | 1.1 | -0.1
Cc1ccc2c(c1)C(N1CCCC1=O)CC(c1ccco1)N2 (configuration not stated) | 4.8 | -65.6 | 47.6* | -9.9 | -67.2 | -44.6 | -151.0 | -82.2 | 9.7 | -5.1 | -0.4
CC(=O)Nc1ccccc1OCC(=O)c1ccc2c(c1)OCO2 | 5.2 | -30.4 | 11.4 | -20.6 | -78.5 | -18.1 | -81.2 | -53.8 | -31.5 | 4.7 | -5.9
COCOc1cc(O)c(C(=O)/C=C/c2ccc(OCOC)c(OCOC)c2)c(OCOC)c1 | 37.3 | nt | 0.0 | -3.3 | -2.3 | nt | -13.9 | -3.5 | nt | -3.6 | 18.2
O=C1NC[C@H](Cc2ccc(O)cc2)N(CCc2cc(C(F)(F)F)cc(C(F)(F)F)c2)C1=O | nt | -8.9 | -0.6 | -7.5 | nt | 9.2 | 19.4 | nt | nt | nt | 17.9
CCNCc1cc(Cl)c(OCc2ccccc2)c(OCC)c1 | 10.2 | 25.4 | 1.9 | -3.1 | 21.0 | -24.5 | -17.6 | -0.2 | -6.8 | -24.2 | 9.0
CCOC(=O)c1ccc([N+](=O)[O-])c(CS(=O)(=O)c2ccc(Cl)cc2)c1 | 8.6 | 6.7 | 8.5 | -0.7 | -5.3 | 13.4 | -17.0 | 5.7 | 1.6 | -9.4 | -9.8
CCOC(=O)c1nn(-c2cccc(OC)c2)c(-c2ccccc2)c1C(=O)c1ccccc1 | 13.3 | 8.4 | -13.4 | 14.6 | 7.5 | 7.9 | -5.5 | 10.3 | -2.9 | -12.3 | 22.1
C=CCn1cnc2c(NCc3ccccc3)ncnc21 | 2.5 | -58.6 | -6.3 | -35.9 | -12.4 | -5.3 | -63.6 | -58.0 | -17.6 | 7.6 | -14.4
COc1cc(C)ccc1OCC(=O)NCC1CCCO1 (configuration not stated) | -1.0 | -26.1 | -2.3 | -17.3 | -43.6 | -10.7 | -23.2 | -6.6 | -3.2 | -3.0 | -16.5
COc1cc(C(=O)Nc2ccc(NC(=O)c3ccco3)nc2)cc(OC)c1OC | 3.8 | -20.6 | 2.8 | -10.3 | 7.2 | -10.7 | -7.5 | -12.8 | 6.4 | -11.2 | 13.7
O=C(NCCCSc1ccccc1)c1ccc(=O)[nH]c1 | -23.6 | -2.9 | -5.3 | 16.5 | 14.7 | -4.5 | -10.3 | 11.8 | -7.9 | 18.9 | -19.3
COc1cccc(-c2sc3ccccc3c2-c2ccc(OCCN3CCCCC3)cc2)c1 | 29.2 | nt | 33.5 | 17.2 | -19.5 | nt | 9.5 | 12.8 | -39.1 | -46.5 | -26.6
COc1cc(C(=O)OCC(=O)c2cc(C)n(C)c2C)cc(NC(=O)c2ccco2)c1OC | -9.6 | 2.8 | 14.8 | -5.5 | -4.6 | 4.3 | 3.7 | -6.8 | 17.0 | 7.2 | -35.2
Cc1cc(Sc2nccn2C)ncc1[N+](=O)[O-] | 13.3 | -10.4 | -20.1 | -10.4 | 7.2 | -2.9 | 6.4 | 1.0 | 0.5 | -13.7 | -10.4
Cc1ccc(C(C)C)c(OCCCNCc2cccnc2)c1 | 5.3 | 2.8 | 2.0 | 2.5 | -11.2 | 9.2 | 0.2 | -39.6 | -0.2 | 0.6 | -9.3
O=C(O)CC(C(=O)Nc1ccc(Cl)c(Cl)c1)C1CCCO1 (configuration not stated) | -1.6 | 9.6 | -10.6 | -0.5 | 19.3 | 1.2 | -8.3 | -5.0 | -8.9 | 14.6 | -7.8
CCOC(=O)c1cc2ccccc2nc1C | 18.5 | -5.0 | 1.1 | -8.1 | 1.3 | 5.0 | -4.9 | 1.8 | 9.0 | -5.4 | 6.8
O=c1[nH]c2ccccc2[nH]c1=O | -23.1 | 1.1 | 4.4 | -17.9 | 16.7 | 11.5 | -21.2 | 6.2 | -5.8 | 3.8 | -8.7
Cc1ccc(NC(=O)C2SC(=Nc3ccccc3)C(C(=O)Nc3ccc(Cl)cc3)=C2N)cc1 (configuration not stated) | -3.1 | nt | 2.6 | -29.4 | -8.0 | nt | -9.3 | -5.6 | -7.1 | 5.0 | -9.8
CCn1cc(/C=C(\NC(=O)c2ccc(C)cc2)C(=O)NCCCN2CCOCC2)c2ccccc21 | -12.0 | 25.4 | 1.7 | -29.2 | 3.2 | -19.1 | 5.5 | -4.9 | -7.4 | 7.0 | -10.5
CCOc1ncccc1C(=O)OCC(=O)Nc1ccc(C)c(S(=O)(=O)N(C)C)c1 | -9.7 | 21.9 | 3.2 | 9.4 | 2.6 | 11.5 | 1.0 | -1.7 | 1.3 | -15.0 | 5.4
Cc1cc(C)nc(NS(=O)(=O)c2ccc(NS(=O)(=O)c3ccsc3)cc2)n1 | 11.5 | 1.5 | -6.2 | 7.8 | 20.0 | -0.9 | 19.8 | 12.2 | nt | -12.0 | 8.6
CC1Oc2ccccc2N(CC(=O)N2CCCCCC2)C1=O (configuration not stated) | -4.3 | -10.2 | 1.3 | 3.4 | 5.2 | 4.4 | -7.1 | 10.2 | 0.9 | 0.8 | 21.8
COc1cc(CCC(=O)Nc2ccncc2Cl)cc(OC)c1OC | -8.1 | -16.9 | -12.3 | 5.6 | 0.0 | -12.9 | 8.2 | 3.6 | -1.9 | 9.5 | 12.1
CC(C)CC1Nc2ncnc(N3CCOCC3)c2N(Cc2ccccc2)C1=O (configuration not stated) | 8.6&2.7 | 4.8&-17.5 | -7.0&-11.9 | 0.0&8.4 | -0.7&15.9 | -1.0&-16.1 | -6.5&15.2 | 5.6&15.1 | -1.2 | 8.6&15.6 | -0.3&-15.4
Cc1ccc2nc(NC(=O)[C@H](C)N3C(=O)C4CC=CCC4C3=O)sc2c1 (some centres not stated) | -14.5 | -37.8 | 1.4 | -13.7 | 8.1 | -35.4 | -19.1 | -33.0 | 2.4 | 7.6 | 1.9
